RmlCD inh 1536 = M. tuberculosis RmlC/RmlD inhibition; 0.03% of 160,000 active; AID 1533; RmlC+RmlD coupled enzyme assay, percent inhibition; primary screen in compound mixtures; inhibition, % at 3.6 µM; in the data active means inhibition mostly above about 34%, no sharp cut-off; further: some results filed as inactive read as strong as hits
Target sequence (P9WH09 whole entry, looked up): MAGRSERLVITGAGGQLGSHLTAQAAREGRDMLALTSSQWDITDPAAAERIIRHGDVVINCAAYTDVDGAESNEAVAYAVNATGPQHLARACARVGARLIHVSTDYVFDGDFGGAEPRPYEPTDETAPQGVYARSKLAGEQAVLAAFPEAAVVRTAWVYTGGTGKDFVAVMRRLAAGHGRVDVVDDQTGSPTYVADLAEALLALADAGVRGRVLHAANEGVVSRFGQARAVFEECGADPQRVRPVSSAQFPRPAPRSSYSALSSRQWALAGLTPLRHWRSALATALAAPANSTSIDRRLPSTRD
Target sequence (P9WH11 whole entry, looked up): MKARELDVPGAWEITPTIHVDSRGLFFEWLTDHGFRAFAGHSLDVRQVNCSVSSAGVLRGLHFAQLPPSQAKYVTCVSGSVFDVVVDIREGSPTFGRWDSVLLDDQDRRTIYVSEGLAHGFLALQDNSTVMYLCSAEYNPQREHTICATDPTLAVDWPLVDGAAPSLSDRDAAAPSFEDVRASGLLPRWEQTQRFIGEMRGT
GlmU inhibition = inhibition of mycobacterial GlmU enzyme – biochemical, glucosamine-1-phosphate acetyltransferase (AID 1376). M. tuberculosis GlmU acetyltransferase enzyme assay; higher % means a stronger effect. inhibition, %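 (tested at 30 µM in the primary screen)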; hits with a dose series show IC50 in µM. 0.25% of 220,000 active; in the data active means inhibition above about 13%;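 further: 0% = complete reaction with vehicle and 100% = reaction without substrate; strong numbers were not always called active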
* marks the source's active call; other numbers are inactive results.

Screening Cc1noc(C)c1C(=O)OCC(=O)Nc1cc(Cl)ccc1Oc1ccccc1 returned RmlCD inh 1536 7 and GlmU inhibition -1.6%.
CCN(CC)C(=O)COC(=O)c1ccc(O)cc1 was read as RmlCD inh 1536 7 and GlmU inhibition -4.2%.
CCCc1cc(N2CCCC2)n2nc(C)c(-c3ccccc3)c2n1 was read as GlmU inhibition -3.7%.
Screening Clc1ccccc1CSc1nnc(-c2ccccn2)n1Cc1ccco1 returned GlmU inhibition 5.5%.
NC(=O)C1CCN(CC(=O)NC2CCCc3ccccc32)CC1 (stereo unspecified) was read as RmlCD inh 1536 8 and GlmU inhibition -4.2%.
`CC(C)(C)Nc1nc(Oc2ccc(=O)n(-c3ccccc3)n2)nc(N2CCOCC2)n1` gave GlmU inhibition 0.0%.
Screening C/C(Nc1ccc(Cl)cc1)=C(/C#N)C(N)=O returned RmlCD inh 1536 8 and GlmU inhibition 5.5%.
O=C(NC(=S)Nc1ccc(S(=O)(=O)N2CCCCC2)cc1)c1ccccc1 was read as GlmU inhibition 0.0%.
CCOC(=O)c1cccc(-c2ccc(C=O)o2)c1 was read as RmlCD inh 1536 -23 and GlmU inhibition 0.9%.
`Cc1nc(N2CCC(C(N)=O)CC2)c2c(-c3cccs3)csc2n1` gave RmlCD inh 1536 -18 and GlmU inhibition 7.4%.
For COc1ccc(CN2CCC(=O)NC2=O)cc1 the results were RmlCD inh 1536 -1 and GlmU inhibition -3.7%.
Screening O=c1oc2c3c4c(cc2s1)CCCN4CCC3 returned RmlCD inh 1536 3 and GlmU inhibition 17%.
Screening Cc1cc(C)n2nc(C(=O)Nc3nnc(C4CC4)s3)nc2n1 returned RmlCD inh 1536 -8 and GlmU inhibition 3.6%.
Cn1c(NC(=O)c2cc(Br)ccc2Cl)cc(=O)n(C)c1=O was read as RmlCD inh 1536 7 and GlmU inhibition -0.7%.
Screening CC1=NN(C(=O)CSCc2ccccc2)C(O)(c2ccc(Cl)cc2)C1 (stereo unspecified) returned GlmU inhibition 0.2%.
Screening O=C(O)c1nc(N2CCCC2)ncc1Cl returned RmlCD inh 1536 4 and GlmU inhibition 2.4%.
COc1ccc(Br)cc1CNc1ccc(O)cc1 was read as RmlCD inh 1536 9 and GlmU inhibition 3.0%.
For Cc1ccc(S(=O)(=O)N2CCN(C(=O)/C=C/c3ccco3)CC2)cc1 the results were RmlCD inh 1536 5 and GlmU inhibition 0.8%.
Screening Cc1ccc(C(=O)NC(=S)NCC2CCCO2)cc1 (stereo unspecified) returned GlmU inhibition 0.3%.
Screening COc1cc(N/C=C(\C(C)=O)c2ccccc2)cc(OC)c1 returned RmlCD inh 1536 -2 and GlmU inhibition 1.4%.
CCOC(=O)C(Sc1nn(C)c(=S)s1)C(C)=O (stereo unspecified) was read as RmlCD inh 1536 7 and GlmU inhibition 0.6%.
`O=C(NCC1CCCO1)C1CCN(S(=O)(=O)c2cccc3cccnc23)CC1` (stereo unspecified) gave RmlCD inh 1536 13 and GlmU inhibition -4.2%.
Screening COC(=O)c1ccc2c(=O)n(CCCN3CCOCC3)c(=S)[nH]c2c1 returned RmlCD inh 1536 -2 and GlmU inhibition -2.4%.
For COc1cccc(/C=C(\CC(=O)O)c2nc3ccccc3s2)c1 the results were RmlCD inh 1536 3 and GlmU inhibition 3.1%.
For O=C(NNC(=S)Nc1ccc(Cl)cc1)c1cccs1 the results were RmlCD inh 1536 0 and GlmU inhibition -0.6%.
`COc1cc(OC)cc(-c2cc3nc4c(c(N5CCN(c6ncccn6)CC5)n3n2)CCCC4)c1` gave RmlCD inh 1536 19 and GlmU inhibition -2.6%.
`Cc1cccc(C)c1NC(=O)CSc1nnc(C)n1CC1CCCO1` (stereo unspecified) gave RmlCD inh 1536 12 and GlmU inhibition 2.2%.
`CC(C)=CC(=O)OCC(=O)Nc1cc(C)cc(C)c1` gave RmlCD inh 1536 3 and GlmU inhibition 3.1%.
Screening O=C(c1ccc(F)cc1)N(c1ccccn1)C1CCCCC1 returned RmlCD inh 1536 1 and GlmU inhibition 2.2%.
`Cc1cc(C)c(S(=O)(=O)NCCC2CCCN2C)c(C)c1` (stereo unspecified) gave GlmU inhibition -6.7%.

A stretch of the results above, as a working copy:
CCOC(=O)C(Sc1nn(C)c(=S)s1)C(C)=O (stereo unspecified) was read as RmlCD inh 1536 7 and GlmU inhibition 0.6%.
`O=C(NCC1CCCO1)C1CCN(S(=O)(=O)c2cccc3cccnc23)CC1` (stereo unspecified) gave RmlCD inh 1536 13 and GlmU inhibition -4.2%.

Random excerpt: 3 compounds from above.
CCCc1cc(N2CCCC2)n2nc(C)c(-c3ccccc3)c2n1 was read as GlmU inhibition -3.7%.
COc1ccc(Br)cc1CNc1ccc(O)cc1 was read as RmlCD inh 1536 9 and GlmU inhibition 3.0%.
O=C(NC(=S)Nc1ccc(S(=O)(=O)N2CCCCC2)cc1)c1ccccc1 was read as GlmU inhibition 0.0%.

Going on with the list.
Cc1cc(C)c2c(NC(=O)CCl)nn(C)c2n1 was read as RmlCD inh 1536 7 and GlmU inhibition -1.0%.
C/C(=N\Nc1nnc(-c2ccccc2)c(-c2ccccc2)n1)c1cccc([N+](=O)[O-])c1 was read as GlmU inhibition -0.1%.
For Cc1nonc1OC(C)CNCCNc1ccc([N+](=O)[O-])cc1 (stereo unspecified) the results were RmlCD inh 1536 10 and GlmU inhibition -0.4%.
For CCn1cc(/C=C/C(=O)Nc2c(C)nn(Cc3ccccc3)c2C)cn1 the results were RmlCD inh 1536 4 and GlmU inhibition -4.8%.
`COc1ccc([N+](=O)[O-])cc1NC(=O)CC(c1ccccc1)c1ccccc1` gave GlmU inhibition 2.8%.
For Cc1ccc(CSc2nnc(CCCCCNC(=O)OC(C)(C)C)o2)cc1 the results were RmlCD inh 1536 -5 and GlmU inhibition 6.8%.
Cc1c(C(=O)NCc2ccc3c(c2)OCO3)oc2ccc(S(=O)(=O)N3CCCCCC3)cc12 was read as RmlCD inh 1536 11 and GlmU inhibition 3.9%.
COC(=O)c1ccc(N2CN=C(c3ccc(C)cc3)NC2=S)cc1 was read as RmlCD inh 1536 7 and GlmU inhibition 3.2%.
COc1cc2c(cc1NC(=O)COC(=O)CNC(=O)c1ccccc1)oc1ccccc12 was read as GlmU inhibition -2.7%.
For COc1ccccc1N(C)S(=O)(=O)c1ccc(C(=O)NC(C)c2ccccc2)cc1 (stereo unspecified) the results were GlmU inhibition 4.1%.
`CCC(C)N(NC(C)=O)c1nc(Cl)nc(NC(C)(C)C)n1` (stereo unspecified) gave RmlCD inh 1536 102 and GlmU inhibition -7.7%.
Screening COCCN(CCOC)S(=O)(=O)c1ccc(C(=O)Nc2c(C)n(C)n(-c3ccccc3)c2=O)cc1 returned RmlCD inh 1536 5 and GlmU inhibition 2.1%.
For COc1ccc(C2SCCN2C(=S)Nc2ccc(F)cc2)cc1 (stereo unspecified) the results were RmlCD inh 1536 -6 and GlmU inhibition -0.5%.
`Cc1cc(C(=O)NNC(=O)Nc2ccc(Cl)cc2)no1` gave RmlCD inh 1536 -8 and GlmU inhibition -2.2%.
`c1ccc(OCc2nn3c(-c4cccnc4)nnc3s2)cc1` gave GlmU inhibition -3.3%.
S=C(NCc1ccc(Cl)cc1)Nc1ccccc1Cl was read as GlmU inhibition 1.9%.
O=C(OCn1nnc2ccccc2c1=O)c1ccco1 was read as RmlCD inh 1536 6 and GlmU inhibition 0.0%.
`CCC/C=C1/CCCOC(C(=O)NCc2ccc(S(C)(=O)=O)cc2)(C(F)(F)F)C1` (stereo unspecified) gave GlmU inhibition -6.0%.
CN(C(=O)COC(=O)c1n[nH]c2ccccc12)c1ccccc1 was read as RmlCD inh 1536 -6 and GlmU inhibition -0.8%.
CNC(=O)c1c(NC(=O)C(C)C)sc2c1CCC2 was read as RmlCD inh 1536 0 and GlmU inhibition 2.3%.
Screening Cc1ccc2c(c1)S/C(=C/c1ccc[n+](CCO)c1)N2C returned RmlCD inh 1536 -1 and GlmU inhibition 2.8%.
`CC(=O)Nc1ccc(Nc2ccc(S(=O)(=O)C(F)(F)F)cc2[N+](=O)[O-])cc1` gave RmlCD inh 1536 -1 and GlmU inhibition 1.9%.
`Cc1cc(OC(=O)C2CC2)c([N+](=O)[O-])c(=O)[nH]1` gave RmlCD inh 1536 2 and GlmU inhibition -6.3%.
For CN1CCN(S(=O)(=O)c2ccc(NC(=O)c3ccc(Br)o3)cc2)CC1 the results were GlmU inhibition 7.0%.
For COC(=O)c1ccc(Oc2nc(NC(C)C)nc(N(C)C)n2)cc1 the results were RmlCD inh 1536 -10 and GlmU inhibition 2.2%.
`COc1ccc(C(=O)N(CCN2CCOCC2)CC(=O)NC2CCCC2)cc1OC` gave GlmU inhibition 3.7%.
O=C(C1CCCN(S(=O)(=O)c2cccc3cccnc23)C1)N1CCN(c2ccccc2F)CC1 (stereo unspecified) was read as RmlCD inh 1536 11 and GlmU inhibition 5.0%.
`O=C(NCc1ccc2c(c1)OCO2)Oc1ccccc1` gave GlmU inhibition -3.1%.
For O=C(Nc1ccc2c(c1)OCO2)C1CCCN1C(=O)Nc1ccccc1F (stereo unspecified) the results were GlmU inhibition 1.4%.
Screening CCC(=O)Nc1nc2ccc(NC(=O)c3cc(OC)c(OC)c(OC)c3)cc2s1 returned RmlCD inh 1536 6 and GlmU inhibition 9.1%.

Structures listed so far that contain a nitro group on carbon, in the order listed:
C/C(=N\Nc1nnc(-c2ccccc2)c(-c2ccccc2)n1)c1cccc([N+](=O)[O-])c1 was read as GlmU inhibition -0.1%.
For Cc1nonc1OC(C)CNCCNc1ccc([N+](=O)[O-])cc1 (stereo unspecified) the results were RmlCD inh 1536 10 and GlmU inhibition -0.4%.
`COc1ccc([N+](=O)[O-])cc1NC(=O)CC(c1ccccc1)c1ccccc1` gave GlmU inhibition 2.8%.
`CC(=O)Nc1ccc(Nc2ccc(S(=O)(=O)C(F)(F)F)cc2[N+](=O)[O-])cc1` gave RmlCD inh 1536 -1 and GlmU inhibition 1.9%.
`Cc1cc(OC(=O)C2CC2)c([N+](=O)[O-])c(=O)[nH]1` gave RmlCD inh 1536 2 and GlmU inhibition -6.3%.

Following part:
`Cc1ccc(OCc2nnc(NC(=O)OCC(C)C)s2)c(C)c1` gave RmlCD inh 1536 3.
For CCC(C)n1cnc2c(c1=O)c1nc3ccccc3nc1n2-c1ccc2c(c1)OCCO2 (stereo unspecified) the results were RmlCD inh 1536 -8.
Screening O=C(Nc1ccc(Br)cc1)c1ccc(CSC2=NCCS2)cc1 returned RmlCD inh 1536 15 and GlmU inhibition -1.4%.
Screening COc1cc(N=c2oc3c(C)ncc(CO)c3cc2C(N)=O)cc(OC)c1OC returned RmlCD inh 1536 4 and GlmU inhibition -8.4%.
For NC(=S)Cc1nc2n(n1)Cc1ccccc1-2 the results were GlmU inhibition 0.1%.
Screening CCN1C(=O)/C(=C\C=C2/C=CC=CN2CC)SC1=S returned RmlCD inh 1536 5 and GlmU inhibition -6.5%.
CCO[C@@H]1OC(C(=O)NC2CC2)=C[C@H](c2ccc(C(F)(F)F)cc2)[C@H]1CCCO was read as GlmU inhibition -1.7%.
`O=C1N=C(N2CCCCC2)S/C1=C\c1ccncc1` gave GlmU inhibition 4.7%.
For CCOC(=O)c1cc2ccc(OC)c(OC)c2c(=O)s1 the results were RmlCD inh 1536 -10 and GlmU inhibition 0.9%.
Screening COC(=O)C1=C(C(=O)OC)[C@@H]2Nc3ccccc3[C@@]23C[C@@H](C(=O)OC)N(C(=O)c2ccco2)C3=N1 returned GlmU inhibition -2.7%.
Screening Cc1cc(C)nc(SCc2ccc(C(=O)N/N=C/c3ccncc3)cc2)n1 returned RmlCD inh 1536 -6 and GlmU inhibition 5.8%.
For CCOC(=O)C1=C(C)NC(=O)NC1c1ccc(N(CC)CC)cc1 (stereo unspecified) the results were RmlCD inh 1536 7 and GlmU inhibition -0.5%.

High-throughput results deposited in PubChem BioAssay by several laboratories.

An excerpt; rates above refer to the full screens.
